# D3 ag – qHTS of D3 Dopamine Receptor Agonist: qHTS; max activation, %; D(3) dopamine receptor (Homo sapiens), P35462; AID 652048, 2013; D3R DiscoveRx beta-arrestin cells, luminescence, 90 min; actives 0.58% (n = 410,000); in the data active = max activation above about 30%; note: 0% is about no effect; mostly tested at two doses, the higher about 12 µM
# Target sequence (P35462 whole entry, looked up): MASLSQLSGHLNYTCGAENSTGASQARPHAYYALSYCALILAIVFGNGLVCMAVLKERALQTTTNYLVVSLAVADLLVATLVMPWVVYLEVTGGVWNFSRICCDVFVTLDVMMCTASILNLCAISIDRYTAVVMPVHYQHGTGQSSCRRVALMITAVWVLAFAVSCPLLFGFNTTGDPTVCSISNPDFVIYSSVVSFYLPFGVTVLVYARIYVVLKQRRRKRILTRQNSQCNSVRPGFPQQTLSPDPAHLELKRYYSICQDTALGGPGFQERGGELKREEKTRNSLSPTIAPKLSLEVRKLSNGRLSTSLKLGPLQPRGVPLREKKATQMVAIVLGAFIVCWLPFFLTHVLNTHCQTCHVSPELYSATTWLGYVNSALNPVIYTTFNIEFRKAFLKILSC
#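 Agonist mode: compounds and dopamine controls were applied to plated cells for 90 min at 37 degrees C after an overnight attachment at 1500 cells/well. Luminescent read-out followed 30 - 60 minutes at room temperature with DiscoveRx detection reagent.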
# KB-V1 MDR tox – qHTS assay for MDR1-selective chemotherapeutics: Primary screen using the drug-selected MDR subline cells KB-V1; KB-V1 MDR cells viability, CellTiter-Glo, 72 h; Potency, µM (series often up to 46.1 µM), without a hit: at the highest dose activity change, negative = cytotoxicity, most hits filed as cytotoxic; actives 3.4% (n = 400,000); AID 1347076, 2019; note: potency is the fitted concentration of half-maximal effect; % is set by controls: 0 for no effect and ±100 for the full control effect; nearly all actives have a fitted effect of over 60% in size
#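 Readout: CellTiter-Glo luminescence, 10 min after addition. Cells: KB-V1 MDR subline, 72 h at 37 degrees C with compound. Analysis: corrected, normalized data fitted to concentration-effect curves.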
# HT1080 IDH1KD tx – qHTS for induction of synthetic lethality in tumor cells producing 2HG: qHTS for the HT-1080-IDH1KD cell line | HT-1080 IDH1 knockdown viability, ATP luminescence, 48 h | Potency, µM (series often up to 46.1 µM), without a hit: top-dose activity, negative = toxicity, actives largely listed as cytotoxic | actives 2% (n = 360,000);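 note: potency is the fitted concentration of half-maximal effect; 0% = DMSO wells and -100% = cell-free medium wells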
#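 In this qHTS, HT-1080 cells depleted of IDH1 are exposed for 48 h at 37 °C to compound titrations. Toxicity is scored from CellTiter-Glo luminescence, with DMSO as full viability and medium alone as none.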
# IL1B secr inh – qHTS for Inhibitors of Inflammasome Signaling: IL-1-beta AlphaLISA Primary Screen | THP-1 LPS/ATP IL-1B secretion, AlphaLISA, 16 h; hits give low values | activity change, % at 57.5 µM | AID 743279, 2014 | actives 4.7% (n = 360,000); in the data active = activity change below about -50%; inconclusive = mostly about -30% to -49%; note: % is set by controls: 0 for no effect and ±100 for the full control effect
#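 THP-1 cells pretreated 1 hr with compounds (up to 57.5 uM final), then stimulated with LPS (250 ng/mL final) plus ATP (1.25 mM final); secreted IL-1B measured by AlphaLISA after 16 hr, decreased signal indicating inhibition.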
# HT1080NT lethal – qHTS for induction of synthetic lethality in tumor cells producing 2HG: qHTS for the HT-1080-NT fibrosarcoma cell line | HT-1080-NT fibrosarcoma viability, CellTiter-Glo ATP luminescence, 48 h | actives 1.6% (n = 360,000) | Potency, µM (top dose mostly 46.1 µM), for the others: at the highest dose activity, negative = less viability, actives largely listed as cytotoxic | AID 686970, 2013;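 note: NT is the 2HG producing partner of a matched IDH1 knockdown line; potency is the fitted concentration of half-maximal effect; 0% = DMSO-treated cells and -100% = media-only wells without cells; nearly all actives have a fitted effect of over 55% in size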
#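 Viability of the 2HG-overproducing fibrosarcoma line after 48 hours of compound exposure at 37 degrees C was determined by luminescence with CellTiter-Glo, and concentration-effect curves were then fitted and categorized.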
# KB-3-1 tox – qHTS assay for MDR1-selective chemotherapeutics: Primary screen using the parental adenocarcinoma cell KB-3-1; actives 1.4% (n = 400,000); Potency, µM (titrated, usually from 46.1 µM), for the others: at the top dose activity change, negative = cytotoxic, hits mostly cytotoxic; KB-3-1 viability, CellTiter-Glo ATP luminescence, 72 h; note: potency is the fitted concentration of half-maximal effect; % is set by controls: 0 for no effect and ±100 for the full control effect; nearly all actives have a fitted effect of over 60% in size
#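 Multi-concentration cytotoxicity screen in KB-3-1 cells grown in DMEM lacking phenol red with 10% FBS. After 72 h at 37 °C with compound, ATP-dependent luminescence was recorded.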
# SW480 rerep – A quantitative high throughput screen for small molecules that induce DNA re-replication in SW480 colon adenocarcinoma cells. actives 1.8% (n = 340,000). SW480 DNA re-replication, Hoechst DNA content imaging, 48 h. AID 624297, 2012. Potency, µM (top dose mostly 46.1 µM), inactives show at the highest dose re-replication activation, most hits filed as activators; note: potency is the fitted concentration of half-maximal effect; % of control where 0% means no effect; nearly all actives have a fitted effect of over 55% in size
#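 Readout is total intensity of Hoechst-stained nuclei, excited at 405 nm and collected at 500-530 nm. Compound treatment lasted 48 hr at 37 C in 5% CO2 before staining.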
# DRD3 antagonist – qHTS of D3 Dopamine Receptor Antagonist: qHTS; D(3) dopamine receptor (Homo sapiens), P35462; D3R cells, DiscoveRx beta-arrestin luminescence, antagonist mode; hits give low values; max response, negative = inhibition, %; actives 2.5% (n = 360,000); AID 652054, 2013; in the data active = max response below about -50%; inconclusive = no clear call, values can overlap the other calls; note: % is set by controls: 0 for no effect and ±100 for the full control effect; mostly tested at two doses, the higher about 12 µM
#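 Cells expressing the human receptor were seeded at 1500 cells/well, incubated overnight at 37 degrees C in 5% CO2, then exposed to library compounds with dopamine controls for 90 minutes at 37 degrees C before luminescent detection.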
# GLP-1R agonist – qHTS of GLP-1 Receptor Agonists; AID 624172, 2012; Glucagon-like peptide 1 receptor (Homo sapiens), P43220; actives 0.007% (n = 380,000); Potency, µM (top dose mostly 45.6 µM), inactives show at the highest dose activation, most hits filed as activators; HEK293 GLP-1R CRE-luciferase, luminescence, 4-6 h; cells express a hypersensitive GLP-1R form; note: potency is the fitted concentration of half-maximal effect; % of control where 0% means no effect
# Target sequence (P43220 whole entry, looked up): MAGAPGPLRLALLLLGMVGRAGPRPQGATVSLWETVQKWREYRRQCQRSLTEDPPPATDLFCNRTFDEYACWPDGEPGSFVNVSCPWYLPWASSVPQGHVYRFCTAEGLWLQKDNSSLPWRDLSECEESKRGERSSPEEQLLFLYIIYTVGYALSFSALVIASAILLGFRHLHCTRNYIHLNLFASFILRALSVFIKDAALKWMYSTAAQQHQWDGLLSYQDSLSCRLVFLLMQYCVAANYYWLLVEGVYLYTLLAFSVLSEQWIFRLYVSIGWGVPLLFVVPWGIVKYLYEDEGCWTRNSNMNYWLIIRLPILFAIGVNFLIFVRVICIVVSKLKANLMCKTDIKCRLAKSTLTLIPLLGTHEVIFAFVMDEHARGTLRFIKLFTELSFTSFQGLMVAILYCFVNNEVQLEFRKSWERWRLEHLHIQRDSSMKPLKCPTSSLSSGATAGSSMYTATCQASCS
# The depositor's hits bear a star; ? = inconclusive; / = no result given; & = joins results of further samples; [ ] = another dose, or the depositor's remark. Unless noted, calls come from the whole dose curve; as a rule, active = well fitted curve in the direction sought with a large enough effect; inconclusive = small, poorly fitted or top-dose-only effect, or another doubt; inactive = no such curve, though single readings can be large; an effect the other way counts as inactive or inconclusive.
SMILES,D3 ag,KB-V1 MDR tox,HT1080 IDH1KD tx,IL1B secr inh,HT1080NT lethal,KB-3-1 tox,SW480 rerep,DRD3 antagonist,GLP-1R agonist
Cc1csc(NC(C)c2nc3cc(Cl)c(N4CCCCC4)cc3n2CCOCCO)n1 (stereo not drawn),3,-3%,-6%,-19,-1%,0%,-11%,21,-2%
COc1ccc(S(=O)(=O)NCCc2cn3nc(C)c(C)nc3n2)cc1,-9,6%,3%,-8,-4%,-5%,-1%,-18,-1%
Cc1ccc(S(=O)(=O)CCN2CCC(n3cccc3)CC2)cc1,-11,2%,-4%,-59*,-2%,1%,-26%,6,8%
Cc1cn(Cc2ccccc2)c(=O)[nH]c1=O,-7,11%,-10%,24,-11%,-2%,?,-23,1%
CS(=O)(=O)N(CC(=O)N1CCCC1)c1ccccc1F,7,0%,6%,0,2%,4%,-2%,9,-3%
CC(C)(C)SCCNC(=O)c1ccc(CN2CCc3ccccc3C2)cc1,-39,?,-24%,-1,-21%,-12%,1%,-74*,21%
COC(=O)CC1=C(C(=O)OC)C(c2cc(OC)c(OC)cc2OC)C(C#N)=C(N)O1 (stereo not drawn),3,-2%,12%,-13,8%,0%,-7%,19,-4%
CSc1nc(N2CCOCC2)c2c(c1C#N)CC(C)(C)OC2,1,9.2µM*,-1%,23,-11%,?,-8%,15,2%
COc1cccc(CN(C)C(=O)c2cccc(OCc3ccccc3)c2)c1,9,?,-14%,-15,-19%,0%,-1%,-5,14%
C=CCN(C(=O)c1csnn1)C(C(=O)NC1CCCCC1)c1ccccc1 (stereo not drawn),-7,-10%,1%,1,9%,0%,-11%,-6,7%
CC1CN(C(=O)c2cccc(S(=O)(=O)Nc3ccc(Cl)cc3)c2)CC(C)O1 (stereo not drawn),2,-2%,-4%,25,-2%,3%,1%,-10,6%
CC(=O)N1c2ccccc2[C@H](C)[C@H]1C,1,?,14%,13,19%,?,-2%,-17,6%

# Reprinted from the part before: 2 entries, then new ones.
SMILES,D3 ag,KB-V1 MDR tox,HT1080 IDH1KD tx,IL1B secr inh,HT1080NT lethal,KB-3-1 tox,SW480 rerep,DRD3 antagonist,GLP-1R agonist
CC1CN(C(=O)c2cccc(S(=O)(=O)Nc3ccc(Cl)cc3)c2)CC(C)O1 (stereo not drawn),2,-2%,-4%,25,-2%,3%,1%,-10,6%
CC(=O)N1c2ccccc2[C@H](C)[C@H]1C,1,?,14%,13,19%,?,-2%,-17,6%
Cc1ccc(N=C2C(=O)Nc3ccccc32)cc1,-3,3%,1%,17,-1%,1%,-12%,18,0%
Cc1ccc(Cl)cc1NC(=O)COC(=O)C1CC1,1,12%,2%,-8,0%,2%,?,-15,-5%
COc1ccc(CCNC(=O)CCSc2nc(-c3ccco3)cc(C(F)(F)F)n2)cc1OC,6,?,-9%,?,-11%,6%,10%,49,14%
CC1(c2ccc3c(c2)OCCO3)NC(=O)N(CC(=O)c2ccc[nH]2)C1=O (stereo not drawn),-12,-4%,0%,0,-3%,-3%,-9%,10,-3%
CCCNC(=S)Nc1ccc(CC(=O)OC)cc1,6,16%,3%,28,10%,?,-7%,1,-1%
CN(C)c1nc(Nn2cnnc2)nc(N(C)C)n1,5,0%,4%,20,23%,12%,?,12,12%
CCCCCCN1CCN(C2CN(C3CCCCC3)S(=O)(=O)C2)CC1 (stereo not drawn),-14,-23%,1%,-13,12%,0%,/,-117*,14%
CN(C)c1ccc(/C=N/NC(=O)CNC(=O)c2ccco2)cc1,-12,-11%,14%,0,-2%,-5%,-2%,-12,1%
Cc1ccc(S(=O)(=O)c2cn(CC(=O)Nc3cccc(Cl)c3)c3ccccc3c2=O)cc1,-2,?,/,/,/,7%,/,/,-2%
O=C(c1cccs1)N(Cc1ccco1)C1CCS(=O)(=O)C1 (stereo not drawn),16,7%,-7%,-12,-3%[9.24 µM],6%,-3%,13,-12%
Cc1ccc(-n2c(=O)c3ccc(C(=O)NCc4ccccc4Cl)cc3n(CC(=O)Nc3cccc(F)c3)c2=O)cc1,5,?,/,/,/,17%,/,/,-6%
CCOC(=O)c1sc(NC(=O)C2=COCCO2)c(C#N)c1C,-5,?,-24%,-8,-28%,17%,8%,26,?
CC(C)(C)OC(=O)NCCCC[C@H](NC(=O)c1nc[nH]c1C(=O)NCC(=O)OCc1ccccc1)C(=O)OC(C)(C)C,-4,-4%,-18%,-1,-7%,1%,13%,-1,-3%
O=C(O)c1c(-n2cccc2)sc2c1CCCC2,10,-1%,6%,0,2%,-23%,-11%,5,0%
CN(C)S(=O)(=O)c1ccc(Cl)c(C(=O)OCC(=O)c2ccco2)c1,2,?,10%,-3,9%,2%,6%,11,-3%
c1ccc(CN2CCc3[nH]c4ccccc4c3C2)cc1,-11,-7%,-1%,-3,0%,16%,-2%,-97*,0%
Cc1cc(C(=O)OC(C)C(=O)NC2CCCCC2C)c2ccccc2n1 (stereo not drawn),-1,-3%,-2%,32,4%,-2%,/,12,4%
O=C(COC(=O)c1ccccc1O)NNC(=O)c1ccc(Br)cc1,-11,23%,9%,-12,6%,3%,-1%,-58*,-11%
Cc1cccc(NC(=O)CSc2nnc(C3CC3)n2CC2CCCO2)c1 (stereo not drawn),-4,-19%,-6%,19,-7%,9%,1%,3,-5%
Cc1ccc(S(=O)(=O)N2CCC(Oc3ccc(-n4cnnn4)cc3)CC2)cc1,3&5,11%,7%,3,5%,3%,-5%,5,0%
C=CCNC(=S)/N=c1/ccccn1Cc1ccccc1,1,-26%,?,-6,-17%,?,-10%,-7,8%
c1ccc(NCc2cccc3ccccc23)nc1,-3,8%,6%,35,6%,-8%,-2%,0,-1%
O=C(N/N=C/c1ccncc1)c1cccc(S(=O)(=O)N2CCCC2)c1,1,7%,6%,6,10%,10%,-1%,-3,5%
CCC1=C2CC[C@H]3C(=O)N(c4ccccc4)C(=O)[C@H]3[C@H]2[C@@]2(C)C(=NCc3ccccc3)OC(=O)N2C1=O,-7,9%,3%,-29,8%,2%,?,-18,-4%

# Entries listed so far with fluorine (three):
SMILES,D3 ag,KB-V1 MDR tox,HT1080 IDH1KD tx,IL1B secr inh,HT1080NT lethal,KB-3-1 tox,SW480 rerep,DRD3 antagonist,GLP-1R agonist
CS(=O)(=O)N(CC(=O)N1CCCC1)c1ccccc1F,7,0%,6%,0,2%,4%,-2%,9,-3%
COc1ccc(CCNC(=O)CCSc2nc(-c3ccco3)cc(C(F)(F)F)n2)cc1OC,6,?,-9%,?,-11%,6%,10%,49,14%
Cc1ccc(-n2c(=O)c3ccc(C(=O)NCc4ccccc4Cl)cc3n(CC(=O)Nc3cccc(F)c3)c2=O)cc1,5,?,/,/,/,17%,/,/,-6%

# Of the compounds above, 2 contain a tert-butyl group.
SMILES,D3 ag,KB-V1 MDR tox,HT1080 IDH1KD tx,IL1B secr inh,HT1080NT lethal,KB-3-1 tox,SW480 rerep,DRD3 antagonist,GLP-1R agonist
CC(C)(C)SCCNC(=O)c1ccc(CN2CCc3ccccc3C2)cc1,-39,?,-24%,-1,-21%,-12%,1%,-74*,21%
CC(C)(C)OC(=O)NCCCC[C@H](NC(=O)c1nc[nH]c1C(=O)NCC(=O)OCc1ccccc1)C(=O)OC(C)(C)C,-4,-4%,-18%,-1,-7%,1%,13%,-1,-3%

# Continuation:
SMILES,D3 ag,KB-V1 MDR tox,HT1080 IDH1KD tx,IL1B secr inh,HT1080NT lethal,KB-3-1 tox,SW480 rerep,DRD3 antagonist,GLP-1R agonist
O=C(Cc1ccc(Cl)cc1)NC1CCCN(Cc2ccccc2F)C1 (stereo not drawn),-4,-2%,0%,2,0%,-3%,5%,2,11%
Cc1cccc(/N=C/c2c(O)ccc3oc4c(c23)CCCC4)n1,-7,?,-8%,26,-11%,-6%,-2%,?,-4%
CCOc1ccc(S(=O)(=O)NCc2csc(C)n2)cc1,21,?,2%,24,2%,-12%,?,13,-5%
CC1CCCCC12NC(=O)N(CC(=O)NC(=O)Nc1ccc3c(c1)OCCO3)C2=O (stereo not drawn),-3,5%,7%,-16,7%,3%,0%,-4,0%
CN(C)c1ccnc(-n2cccc2/C=N/OCc2ccc(F)cc2Cl)c1C#N,-6,?,-4%,?,0%,-1%,-2%,-1,-7%
Cc1ccc(C)c(NC(=S)NC(NC(=O)Cc2cccc3ccccc23)C(Cl)(Cl)Cl)c1 (stereo not drawn),6,?,?,?,-10%,?,7%,-50*,-36%
CC(NCC(=O)Nc1ccccc1C(=O)NC1CC1)c1ccccc1Cl (stereo not drawn),3,18µM*,18%,-14,12%,16%,2%,20,-2%
COc1ccc(S(=O)(=O)NC(C)CCc2ccccc2)cc1 (stereo not drawn),-8,?,-10%,0,-4%,3%,-5%,4,12%
NNC(=O)CN1C(=O)C2(OCCO2)c2ccccc21,1,-13%,6%,11,-1%,7%,/,11,9%
N/C(=N\OC(=O)c1cccs1)c1ccc(Cl)cc1,8,8%,12%,5,10%,2%,-3%,16,7%

# Screening data (PubChem)
